PME-1 primary: PME-1 inhibitors via competitive probe labeling, primary screen, biochemical, fluorescence polarization, FP-Rh probe, HTS; Protein phosphatase methylesterase 1 (Homo sapiens), Q9Y570; recombinant PME-1; inhibition, % at 5.9 µM; 0.53% of 320,000 active; AID 2130, 2009;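 active means inhibition above the campaign mean of all compounds plus 3 SD, cut at about 26% in these data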;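 further: competitive labeling of PME-1 active site by serine hydrolase directed probe; 0% = PME-1 with DMSO and 100% = wells lacking PME-1 enzyme; inhibitors block probe labeling so polarization falls and inhibition rises; many of its hits are not listed in these tables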
Target sequence (Q9Y570 whole entry, looked up): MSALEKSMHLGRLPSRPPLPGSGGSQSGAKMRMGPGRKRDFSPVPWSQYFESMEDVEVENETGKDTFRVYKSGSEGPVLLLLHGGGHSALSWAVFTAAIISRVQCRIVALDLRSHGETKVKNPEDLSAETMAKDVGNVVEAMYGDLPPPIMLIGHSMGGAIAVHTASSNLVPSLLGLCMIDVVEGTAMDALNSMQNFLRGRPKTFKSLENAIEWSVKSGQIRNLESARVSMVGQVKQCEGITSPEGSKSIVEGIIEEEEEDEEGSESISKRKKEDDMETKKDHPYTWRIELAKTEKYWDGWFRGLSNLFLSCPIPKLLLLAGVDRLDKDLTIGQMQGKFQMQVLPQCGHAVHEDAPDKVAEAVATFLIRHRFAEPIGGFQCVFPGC
VLA-4 inh: inhibition in human VLA-4 binding assay, primary screen, VLA-4 allosteric modulator project, MLPCN library, flow cytometry, VLA-4 expressing cells | inhibition, % (about 7 µM as worked out from the volumes in the protocol) | 0.2% of 330,000 active | AID 2557, 2010 | ligand binding flow cytometry | Integrin alpha-4 (Homo sapiens), P13612; in the data active means inhibition above about 50%
MCL1 BIM primary: inhibitors of MCL1 binding to BIM-BH3, primary screen, biochemical, fluorescence polarization. AID 2057, 2009. inhibition, % at 10.9 µM. 0.68% of 320,000 active. GST-MCL1 / FITC-Bim-BH3 fluorescence polarization;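 active means inhibition above the mean inhibition of all tested compounds plus 3 SD, set per campaign, cut at about 40% in these data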;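 further: 0% = DMSO wells and 100% = unlabeled Bim-BH3 peptide control; higher means more loss of mP so more displacement of Bim peptide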
GLD-1 TGE inh: GLD-1/TGE RNA complex disruptors, primary screen, biochemical, fluorescence polarization; purified GLD-1 + fluorescein TGE RNA; inhibition, % at 5.96 µM; 0.44% of 320,000 active;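 active means percent inhibition above a per-plate cutoff, the plate mean of test compounds plus 3 SD, cut at about 30% in these data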;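 further: 0% = DMSO wells with GLD-1 and probe and 100% = wells lacking GLD-1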
Target sequence (Q17339 whole entry, looked up): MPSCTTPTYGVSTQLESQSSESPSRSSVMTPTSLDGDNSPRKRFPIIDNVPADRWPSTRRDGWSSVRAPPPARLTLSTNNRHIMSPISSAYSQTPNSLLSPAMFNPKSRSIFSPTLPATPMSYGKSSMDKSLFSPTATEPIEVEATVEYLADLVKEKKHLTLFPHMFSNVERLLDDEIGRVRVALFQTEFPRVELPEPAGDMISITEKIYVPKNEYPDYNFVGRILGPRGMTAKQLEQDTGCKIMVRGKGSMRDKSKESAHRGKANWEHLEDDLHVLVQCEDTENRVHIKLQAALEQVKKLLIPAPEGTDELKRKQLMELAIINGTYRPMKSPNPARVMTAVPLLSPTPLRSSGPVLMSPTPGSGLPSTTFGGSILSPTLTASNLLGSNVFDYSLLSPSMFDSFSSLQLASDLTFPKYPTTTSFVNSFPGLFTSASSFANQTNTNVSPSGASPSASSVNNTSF
GRK2 aptamer HTS: compounds blocking aptamer binding on GRK2 – biochemical, human GRK2, bead flow cytometry, HTS, primary screen; FAM-aptamer displacement from GRK2; inhibition of aptamer binding, % at 10 µM; Beta-adrenergic receptor kinase 1 (Homo sapiens), P25098; 0.59% of 330,000 active;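 active means inhibition of aptamer binding above 40%, roughly 3 SD of noise, on plates passing a quality check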;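 further: median bead fluorescence of bound FAM aptamer so fluorescent compounds give negative values; no value below 0 was filed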
Fam108B inh: mouse Fam108B serine hydrolase inhibitors, primary screen, counter-screen for RBBP9 inhibitor project, biochemical, fluorescence polarization; AID 1947, 2009; inhibition, % at 9.51 µM; recombinant Fam108B, FP-Rh probe fluorescence polarization; 0.33% of 300,000 active;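 active means inhibition above the screen mean inhibition plus 3 SD, computed separately per campaign, cut at about 18% in these data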;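 further: inhibitors lower polarization as less probe binds the enzyme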
Efflux pump mplx: inhibitors of Candida efflux pumps in yeast, primary screen, S. cerevisiae, Nile Red, multiplex. S. cerevisiae Candida pump triplex. inhibition, % at 10 µM. 0.44% of 330,000 active;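 active means plate passing quality check with inhibition over a set limit, or well fluorescence over plate mean plus 4 SD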;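 further: Nile Red retained in pooled yeast measured as flow cytometry median fluorescence; 0% = buffer negative control and 100% = Enniatin B positive control; higher means more Nile Red kept so more efflux inhibition; some compounds called inactive have numbers as strong as hits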
MEX-5 binding: MEX-5 zinc finger RNA-binding disruptors – biochemical, C. elegans, fluorescence polarization, MLPCN library, primary screen. Zinc finger protein mex-5 (Caenorhabditis elegans), Q9XUB2. MEX-5/FITC-TCR2 RNA binding; active compounds read low. activity score (negative = inhibition of binding), % at 10 µM. 0.38% of 300,000 active;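 active means inhibition past about -25% in most replicates, and total fluorescence under double the plate's negative control median, limit read from the data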;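 further: 0% = DMSO and -100% = 5 µM competing unlabeled TCR2 RNA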
BCLXL inh: inhibitors of human Bcl-xL, primary screen, biochemical, fluorescence polarization, HTS | Bcl-2-like protein 1 (Homo sapiens), Q07817 | inhibition, % at 10.9 µM | GST-Bcl-xL / FITC-Bim BH3 peptide fluorescence polarization | 0.7% of 320,000 active | AID 2129, 2009;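 active means inhibition above the mean of all tested compounds plus 3 SD, cutoff set per campaign, cut at about 30% in these data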;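 further: 0% = DMSO wells and 100% = unlabeled Bim-BH3 peptide competitor; inhibitors lower millipolarization by displacing the labeled peptide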
An asterisk follows results filed as active; x = not tested or not shown. A portion of the library; count on the stated rates, not on these rows.

Values run as follows: GLD-1 TGE inh	PME-1 primary	VLA-4 inh	Efflux pump mplx	MEX-5 binding	MCL1 BIM primary	BCLXL inh	Fam108B inh	GRK2 aptamer HTS
CC(C)=CCCC1=CCC(/C(C)=N/NC(N)=O)CC1 (stereo unspecified)
 : 6.2	0.9	-5.7	0.0	-0.6	7.0	2.0	2.2	0.0
COC(=O)c1ccc(Cc2ccccc2)o1
 : 3.4	-1.4	14.3	0.1	3.4	11.1	2.9	-0.2	1.0
CCC(C)NC(=O)[C@H]1N2C(=O)c3ccccc3C2SC1(C)C (stereo partly specified)
 : -3.5	2.4	1.2	0.0	0.0	15.6	5.3	12.2	0.0
CCCCc1n[nH]c2c1/C(=N/O)CC(C)(C)C2
 : 0.8	-3.8	5.7	-0.1	1.3	4.0	2.8	1.7	1.0
Cc1cc2n(n1)C(c1sccc1C)Nc1ccccc1-2 (stereo unspecified)
 : 8.5	-6.8	-6.6	-0.1	0.5	2.8	5.2	1.9	0.0
O=C1C2C3C=CC(O3)C2C(=O)N1CC(O)c1ccccc1 (stereo unspecified)
 : 3.2	11.2	-10.8	0.1	1.4	0.3	-0.3	-1.3	0.0
CN1/C(=C\C(=O)COc2ccc3c(c2)OCO3)C(C)(C)c2ccccc21
 : -10.2	-2.6	-76.3	-0.1	1.0	-47.3	-21.0	-3.1	1.0
CCOC(=O)c1ccccc1OCc1cc(/C=N/NC(=O)c2cccnc2)ccc1OC
 : 0.0	-11.9	-6.9	0.1	-0.4	2.2	-0.9	-12.6	x
COCc1cc(=O)n2c([nH]c3ccccc32)c1C#N
 : -0.6	9.0	-11.8	0.0	-3.1	6.8	10.5	3.8	0.0
O=C(N/N=C1\C2CN3CCN(C2)CC1(c1ccccc1)C3)Nc1ccccc1
 : -0.2	0.7	1.3	0.0	1.3	7.0	6.5	0.0	1.0
CCc1ccc(CNC(=O)CCc2cn(C)c3ccccc23)cc1
 : -1.1	5.1	9.9	0.0	-0.5	-6.0	1.7	-1.9	0.0
CN(CC(=O)Nc1ccc(F)cc1)C(=O)COC(=O)c1ccc(=O)n(Cc2ccccc2)n1
 : 7.2	5.0	13.0	0.1	x	1.4	4.5	x	0.0
O=C1CCCC2=C1C(c1cn(-c3ccccc3)nc1-c1cccs1)c1c([nH]c(=O)[nH]c1=O)N2 (stereo unspecified)
 : -1.3	-9.3	7.9	-0.1	1.2	10.8	1.0	9.2	1.0
CCCN=C1NC(=O)C(CC(=O)NCCc2ccccc2)S1 (stereo unspecified)
 : -4.3	-6.5	3.6	0.0	2.0	6.0	1.9	-5.5	0.0
COc1ccc(/C=C(/NC(=O)c2ccc(C)cc2)c2nc3ccccc3[nH]2)cc1OC
 : 0.6	-1.7	-4.7	-0.2	0.0	-3.2	1.9	0.3	3.0
COc1ccc(N(CC(=O)NCc2ccco2)C(=O)CCC(=O)Nc2nccs2)cc1
 : -7.4	0.8	-7.3	0.0	1.1	-0.8	0.7	0.9	0.0
Cc1ccc(C(=O)Nc2cccc(-c3ccc(N4CCOCC4)nn3)c2)cc1C
 : -0.1	4.6	-13.1	0.1	-3.8	2.2	4.0	-1.6	0.0
Cc1nc2ccc(F)cc2cc1C(=O)NCc1ccco1
 : 3.5	-3.0	14.9	-0.2	0.5	-1.1	-1.5	3.1	2.0
CC1CCCN(C(=O)c2cc(N3C(=O)C4C5CCC(C5)C4C3=O)ccc2Cl)C1 (stereo unspecified)
 : 0.7	0.1	10.5	0.3	-3.5	5.6	1.6	2.3	1.0
COc1ccc(OC)c(Nc2nc(-c3cccc([N+](=O)[O-])c3)nc3ccccc23)c1
 : 2.6	-1.1	-17.9	-0.1	1.0	-5.3	2.3	2.2	0.0
O=C(COc1cccnc1[N+](=O)[O-])Nc1ccc(Cl)cc1F
 : -3.9	x	-1.5	0.1	x	x	x	x	0.0
O=C(Nc1ccccc1Cl)Oc1ccc(Cl)cc1Cl
 : 5.4	-1.8	-4.5	0.2	1.8	7.1	2.1	1.9	1.0
COc1cccc(/C=N/NC(=O)CN2C(=O)NC3NC(=O)NC32)c1 (stereo unspecified)
 : 4.9	0.4	14.3	-0.1	-1.3	1.9	-1.1	1.4	0.0
Cc1cccc(C)c1NC(=O)Nc1ccc(S(N)(=O)=O)cc1
 : -0.8	-2.8	6.3	0.0	-0.3	0.6	5.2	-2.4	1.0
CC(=O)NC(Cc1c[nH]c2ccccc12)C(=O)N/N=C/c1ccccc1 (stereo unspecified)
 : -1.3	1.0	5.0	0.1	0.3	8.1	1.7	1.4	1.0
COC(=O)c1cc(C(=O)N(Cc2ccccc2)c2ccccn2)cc([N+](=O)[O-])c1
 : 3.8	-2.0	2.8	-0.1	0.3	-2.2	0.4	2.1	3.0
CCOc1ccc(CCNC(=O)c2cc3ccccn3n2)cc1OCC
 : 9.4	4.5	4.7	0.0	0.9	3.4	3.2	-2.3	3.0
COCCn1c(SCC(=O)Nc2cc(C)on2)nnc1-c1ccccc1
 : -10.3	-3.7	-4.5	-0.6	-0.6	1.2	4.1	1.7	2.0
Cc1cc(/C=C(\C#N)C(=O)O)c(C)n1CCC(C)C
 : -2.6	-5.9	6.0	0.3	-2.2	-1.2	-0.8	-4.8	5.0
O=S(=O)(c1ccccc1)N1C2CCC1CC(O)(c1cccnc1)C2 (stereo unspecified)
 : 6.9	-4.0	-2.9	-0.1	-1.2	-3.7	-2.1	3.3	1.0
CC(=O)Nc1cccc(NC(C)=C(C#N)C#N)c1
 : -1.6	1.0	11.6	1.3	-1.1	1.9	-1.5	0.1	1.0
O=C(COC(=O)c1ccc2ccccc2n1)NCc1ccccc1
 : -6.2	6.1	-14.0	-0.1	1.4	20.6	11.9	-4.5	0.0
O=C(NCC(=O)N(Cc1ccccc1)C(C(=O)NC1CCCC1)c1cccnc1)c1ccco1 (stereo unspecified)
 : 1.7	-2.4	-4.4	0.2	0.4	5.1	3.8	1.1	1.0
O=C(CSc1nnc(CNC(=O)c2ccccc2F)o1)NCCc1ccccc1
 : 2.3	2.5	13.8	0.1	0.9	2.8	-0.8	0.3	2.0
COc1cc(OC)cc(C(=O)N[C@H](C(=O)Nc2ccc(F)cc2F)C(C)C)c1
 : 1.1	-1.7	2.1	0.0	1.8	-4.2	-0.6	-1.6	2.0
Cc1ccn2c(=O)cc(C)nc2c1
 : 4.2	5.8	2.8	0.0	0.2	3.2	3.5	2.2	0.0
O=c1[nH]cc(S(=O)(=O)N2CCOCC2)c(=O)[nH]1
 : 2.5	-3.3	25.2	0.3	-1.1	0.1	2.0	-1.6	0.0
CCCn1nnnc1NCc1c(F)cccc1Cl
 : 10.6	-0.4	13.9	-0.2	0.8	7.1	0.9	1.5	100.0*
COCc1nnc(NC(=O)C(C)C)s1
 : 3.8	2.7	-6.2	-0.1	-0.4	6.2	6.0	2.9	0.0
O=C(NCCN1CCCC1)c1ccc(CS(=O)(=O)c2c(Cl)cccc2Cl)o1
 : 3.0	5.8	-0.7	-0.1	0.1	3.7	6.7	-5.6	0.0
Cc1ccc(CCNC(=O)C2CC(c3ccc(C(F)(F)F)cc3)=NO2)cc1 (stereo unspecified)
 : -11.3	-0.8	9.4	0.0	-1.3	-7.0	3.2	2.3	4.0
Cc1cccc(N=Nc2c(C)c(C#N)c(O)[nH]c2=O)c1
 : -9.2	-1.8	-0.7	0.1	-1.1	-5.9	-2.9	0.5	0.0
N/C(=N\OC(=O)c1ccc(Br)cc1)c1ccncc1
 : 2.9	1.2	4.9	0.2	-0.1	-12.0	-9.2	-3.3	4.0
O=C(NCC(=O)N1CCC2(CC1)NCCc1[nH]cnc12)c1cccc(Cl)c1
 : 0.7	0.5	-0.5	-0.1	-0.5	2.8	2.0	0.0	0.0
CN(C)c1ccc(/C=C/c2cccc[n+]2[O-])cc1
 : -2.4	2.8	-0.9	0.1	2.2	18.7	30.9*	-2.5	0.0
COc1cccc(C(=O)Nc2ccc(S(=O)(=O)Nc3cc(C)nc(C)n3)cc2)c1
 : 0.9	-5.8	-7.7	-0.1	2.1	-4.2	5.3	3.0	4.0
Cc1cccc(S(=O)(=O)NCCc2ccccc2)c1
 : 3.3	3.3	-5.6	0.1	1.5	-5.5	-4.7	-1.4	1.0
CC(=O)Nc1ccc(NC(=O)CSc2ccc3nnc(CCNC(=O)c4ccccc4)n3n2)cc1
 : 8.8	-2.2	-4.1	0.1	-0.3	2.9	1.1	0.5	3.0
CCCCNC(=O)CSc1nc2ccccc2n1S(=O)(=O)c1ccc(Br)cc1
 : -3.2	-2.4	6.4	-0.5	-1.0	1.1	2.6	2.7	3.0
CCN(CC)Cc1c(C(=O)OC)nnn1-c1nonc1N
 : 4.8	-7.8	25.9	0.1	0.7	-2.9	-1.9	-2.3	1.0

Next part
Values run as follows: GLD-1 TGE inh	PME-1 primary	VLA-4 inh	Efflux pump mplx	MEX-5 binding	MCL1 BIM primary	BCLXL inh	Fam108B inh	GRK2 aptamer HTS
Cc1ccc(C(=O)NC2CC(C)(C)NC(C)(C)C2)cc1
 : -8.8	7.3	-22.6	0.0	-2.2	0.7	2.2	0.1	1.0
Cc1c(C(=O)N/N=C/c2ccncc2)no[n+]1[O-]
 : 8.6	3.7	2.0	-0.2	0.6	-2.0	-3.1	-0.1	1.0
Cc1cc(C)n2cc(CSc3nnc(-c4ccccc4)o3)nc2n1
 : 1.8	4.1	6.6	0.1	-1.0	-0.1	6.5	1.4	1.0
O=C(COC(=O)C1CC1)Nc1c(Cl)cccc1C(F)(F)F
 : 6.6	-4.0	-3.4	-0.1	0.7	3.0	2.0	4.5	1.0
O=C(NCc1ccccc1)c1cccc(S(=O)(=O)N2CCOCC2)c1
 : -6.9	5.8	-11.0	0.0	-0.8	9.9	1.3	16.0	2.0
